# aSyn rescue – rescues yeast growth from alpha-synuclein toxicity. actives 0.14% (n = 370,000). Yeast expressing alpha-synuclein, growth rescue, BacTiter-Glo, 24 h. AID 652106. Potency, µM (series often up to 46.1 µM), without a hit: at the top dose growth rescue (activation), actives largely listed as activators; also: % of control where 0% means no effect; nearly all actives have a fitted effect of over 65% in size
#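 Galactose-induced alpha-syn yeast (OD600=0.02, raffinose-pregrown) + pinned cpd, 24 hr, 30 deg C; growth by BacTiter-Glo luminescence. Growth restoration scores as activation.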
# EPAC2 antagonist – antagonists of human EPAC2 | EPAC2 GEF exchange of Rap1B-BODIPY-GDP, fluorescence | Potency, µM (titrated, usually from 114 µM), without a hit: at the highest dose activity, negative = inhibition, most hits filed as inhibitors | actives 0.18% (n = 360,000) | AID 720708; also: % is scaled to controls: 0 for no effect and ±100 for the full control effect; nearly all actives have a fitted effect of over 45% in size; many of its hits are not listed in these tables
# FUS yeast rescue – suppressors of FUS proteinopathy in yeast | S. cerevisiae FUS-expressing, growth rescue, OD600, 24 h | Potency, µM (titrated, usually from 76.6 µM), without a hit: at the top dose growth rescue (activation), hits mostly activators | actives 0.24% (n = 390,000);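 also: plate controls were DMSO vehicle for no effect and reference control for full effect; nearly all actives have a fitted effect of over 55% in size; some results filed as inactive show a strong effect at the top dose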
#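 Compound concentration series was pinned onto galactose-induced FUS-expressing yeast seeded at OD 0.005. Plates sat 24hr at 30C; absorbance at 600 nm gave growth. DMSO served as background control.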
# EPAC1 antag – blocks human EPAC1 exchange factor; O95398; EPAC1 GEF assay, Rap1b-BODIPY-GDP exchange fluorescence; Potency, µM (top dose mostly 115 µM), inactives show at the top dose activity change, negative = inhibition, usual class: inhibitors; actives 0.14% (n = 360,000); AID 720709;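 also: plate controls were vehicle for no effect and positive control for full effect; nearly all actives have a fitted effect of over 50% in size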
# Target sequence (O95398 whole entry, looked up): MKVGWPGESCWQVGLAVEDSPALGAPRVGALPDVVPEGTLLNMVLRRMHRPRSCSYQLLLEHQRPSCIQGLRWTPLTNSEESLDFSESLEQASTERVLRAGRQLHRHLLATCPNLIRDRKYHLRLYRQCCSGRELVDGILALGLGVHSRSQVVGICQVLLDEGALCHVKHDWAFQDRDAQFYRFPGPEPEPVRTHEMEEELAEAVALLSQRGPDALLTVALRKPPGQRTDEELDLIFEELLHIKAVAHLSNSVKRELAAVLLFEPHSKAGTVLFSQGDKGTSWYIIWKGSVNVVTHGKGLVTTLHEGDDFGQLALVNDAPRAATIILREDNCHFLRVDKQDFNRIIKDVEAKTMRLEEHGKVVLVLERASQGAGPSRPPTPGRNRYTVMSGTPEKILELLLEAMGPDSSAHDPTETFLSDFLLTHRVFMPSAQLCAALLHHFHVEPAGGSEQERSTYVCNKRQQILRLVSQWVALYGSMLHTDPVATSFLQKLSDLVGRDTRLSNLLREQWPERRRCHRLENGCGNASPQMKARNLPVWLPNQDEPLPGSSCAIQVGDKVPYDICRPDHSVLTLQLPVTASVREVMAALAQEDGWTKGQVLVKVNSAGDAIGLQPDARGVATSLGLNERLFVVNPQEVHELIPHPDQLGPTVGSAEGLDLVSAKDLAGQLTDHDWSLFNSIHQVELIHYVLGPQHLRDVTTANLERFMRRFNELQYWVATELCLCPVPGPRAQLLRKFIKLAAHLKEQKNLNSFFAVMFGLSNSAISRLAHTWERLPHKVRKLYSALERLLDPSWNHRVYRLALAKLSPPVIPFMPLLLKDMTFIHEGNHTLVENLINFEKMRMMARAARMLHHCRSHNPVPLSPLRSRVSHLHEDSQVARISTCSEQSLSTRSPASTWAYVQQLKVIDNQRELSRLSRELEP
# EPAC2 ag – agonists of human EPAC2 (RAPGEF4); EPAC2 activation, biochemical qHTS; response scale: 100% = 6.5 mM cAMP response; Q8WZA2; Potency, µM (top dose mostly 154 µM), inactives show at the top dose activation, actives largely listed as activators; AID 720711; actives 0.079% (n = 360,000); also: nearly all actives have a fitted effect of over 50% in size
#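 In this primary screen, activation is scored as increased exchange of BODIPY-GDP from Rap1B by 100 nM EPAC2, with 50 uM GDP as competitor. Signal is normalized to the 6.5 mM cAMP agonist control.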
# PTHR1 agonist – PTHR1 (human) receptor agonism | Potency, µM (titrated, usually from 115 µM), inactives show at the top dose activation, hits mostly activators | actives 0.075% (n = 410,000) | Q03431 | HEK293 GP2 PTHR1 cells, GloSensor cAMP luminescence, 1 h; also: nearly all actives have a fitted effect of over 55% in size; some results filed as inactive show a strong effect at the top dose; inactives centre near -15; many of its hits are not listed in these tables
#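 HEK-293-derived GP2 cells expressing PTHR1 and a GloSensor cAMP reporter, 3,000/well, plated overnight, given luciferin plus IBMX (each 0.5 mM as added) for 1 h at 37 °C, then compound for 1 h at 37 °C. Luminescence was read after 15 min at room temperature.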
# EPAC1 ag – EPAC1 (human) agonism; O95398; Potency, µM (series often up to 154 µM), for the others: at the highest dose activation, hits mostly activators; EPAC1 agonist qHTS, biochemical assay; response scale: 100% = response to 6.5 mM cAMP; actives 0.073% (n = 360,000); AID 720707; also: nearly all actives have a fitted effect of over 60% in size
#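 Fluorescent GDP-exchange assay: 100 nM EPAC1 with 250 nM Rap1B preloaded with BODIPY-GDP and 50 uM GDP; compounds tested as concentration series, 5 min at room temperature, then read every 5 min for 30 min (ex 480/em 540 nm); normalized to 6.5 mM cAMP.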
# TDP43 rescue – inhibitors of TDP-43 toxicity in yeast | Potency, µM (doses to about 46.1 µM), for the others: at the top dose growth rescue (activation), most hits filed as activators | TDP-43 expressing yeast growth rescue, BacTiter-Glo, 24 h | AID 652104 | actives 1.8% (n = 410,000); also: % of control where 0% means no effect; nearly all actives have a fitted effect of over 50% in size
#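 In this qHTS, compounds that restore growth of yeast expressing TDP-43 appear as activators. Cells (OD600=0.02, galactose medium, raffinose-pregrown) are incubated with compound 24 hr at 30 deg C and growth is quantified by BacTiter-Glo.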
# Numbers without * were called inactive; i = inactive; ? = inconclusive; . = not tested or not shown; [ ] = dose if it differs, or a comment. Calls follow the shape of the dose curve; as a rule, active = well fitted curve in the direction sought with a large enough effect; inconclusive = small, poorly fitted or top-dose-only effect, or another doubt; inactive = no such curve, though single readings can be large; an effect the other way counts as inactive or inconclusive. Potency is read from the fitted curve at half-maximal effect.
SMILES	EPAC1 ag	EPAC1 antag	TDP43 rescue	aSyn rescue	FUS yeast rescue	EPAC2 antagonist	PTHR1 agonist	EPAC2 ag
CN1OC[C@@H]2C(=O)N3CCc4c([nH]c5ccccc45)[C@@H]3C[C@@H]21	-11%	20%	20%	-6%	12%	7%	-8%	6%
CCOc1ccccc1NC(=O)CN1C(=O)COc2ccc(C)cc21	0%	-7%	11µM*	-1%	-7%	-3%	i	3%
Cn1c(=O)oc2cc(S(=O)(=O)N3CCCC(C(=O)NCc4cccs4)C3)ccc21 (centres undefined)	-12%	14%	-5%	3%	17%	3%	i	-1%
NC(=O)NCCCC(=O)O	7%	3%	8%	1%	1%	-14%	8%	9%
C[C@H](NC(=O)OCc1ccccc1)C(=O)NNC(=O)[C@H](C)NC(=O)OCc1ccccc1	9%	-11%	18%	1%	-7%	9%	-35%[inhibitor]	6%
CC(C)Cn1c(N)c(C(=O)COC(=O)C2CC(=O)N(Cc3ccccc3Cl)C2)c(=O)n(C)c1=O (centres undefined)	2%	-6%	2%[0.397 µM]	-1%	40%	0%	-22%	6%
Nc1nnc(SCc2nnc(-c3ccccc3)o2)s1	-4%	7%	7%	4%	-50%	7%	-24%	-3%
COc1cccc(C(=O)N2CCC[C@H]2C(=O)N2CCC[C@H]2C(=O)NCc2ccccn2)c1	5%	-6%	10%	4%	-15%	0%	-11%	0%
N#C/C(=C\c1ccccc1)C(=O)Nc1cccnc1	7%	-2%	6%	?	-5%	11%	-17%	11%
CC(C)OC(=O)NC(C)(C)COC(=O)Nc1cccc(Cl)c1	11%	-3%	-25%	-8%	63%	-15%	i	2%
CN1CCN(C(CNS(=O)(=O)c2ccc(F)cc2)c2cccnc2)CC1 (centres undefined)	17%	-14%	-3%	-2%	6%	3%	i	4%
Cc1ccc(S(=O)(=O)NC(=O)C2(C)CCN2C(=O)CC2CCCC2)cc1 (centres undefined)	5%	-6%	10%	14%	-8%	-7%	i	5%
Cc1cccc(C)c1-n1c(SCC(=O)N2CC(=O)Nc3ccccc32)nc2ccccc2c1=O	-1%	-9%	-3%	4%	.	4%	-19%	-9%
CC(C)COCC1CC2(CC(C)C(=O)CC2=O)C(=O)O1 (centres undefined)	-7%	16%	2%	-4%	-10%	2%	i	-6%
Cc1nc(C)c(C(=O)N2CCCC(C(=O)c3ccc4ccccc4c3)C2)s1 (centres undefined)	3%	15%	22%	17%	23%	-9%	-15%	12%

# Later entries:
SMILES	EPAC1 ag	EPAC1 antag	TDP43 rescue	aSyn rescue	FUS yeast rescue	EPAC2 antagonist	PTHR1 agonist	EPAC2 ag
CC1(C(=O)NS(=O)(=O)c2ccc(Cl)cc2)CCN1C(=O)C1(c2ccc(Cl)cc2)CC1 (centres undefined)	0%	-19%	?	-15%	25%	-22%	i	9%
Cc1ccc2c(c1)nnn2C1CCN(C(=O)C2CCCCC2)CC1	-4%	10%	20µM*	4%	8%	7%	-22%	-2%
CN1CCN(C(=O)CNC(=O)C23CC4CC(CC(C4)C2)C3)CC1	-1%	18%	4%	0%[1.84 µM]	20%	-3%	-10%	13%
Cc1ccccc1C(=O)NC1CCN(CC(=O)Nc2c(C)cccc2C)CC1	-1%	9%	-12%	-4%	26%	7%	-32%[inhibitor]	2%
CCOc1ccc(NC(=S)NC(=O)/C=C/c2ccc(OC)c(OC)c2)c([N+](=O)[O-])c1	0%	-13%	6%	0%	1%	-2%	i	-7%
CC1CCN(C(=O)C2CCN(S(=O)(=O)c3cccs3)CC2)CC1	0%	-2%	-1%	4%	12%	2%	i	9%
COc1ccc(-c2nc3ccccc3c(C(=O)Nc3ccc(S(=O)(=O)Nc4cc(C)on4)cc3)c2C)cc1	6%	-12%	3%	7%	?	-5%	-4%	5%
Cc1ccc(C(=O)N2CCN(c3ccccc3Cl)CC2)cc1[N+](=O)[O-]	-4%	-5%	21%	-23%	?	-13%	-21%	7%
CCCn1c(SCC(=O)c2ccc3c(c2)NC(=O)CO3)nc2ccccc21	-2%	-3%	14µM*	-1%	16%	5%	-32%[inhibitor]	-5%
CC1CCCN(C(=O)CSc2nnc3n(C4CCCC4)c(=O)c4ccccc4n23)C1 (centres undefined)	2%	10%	-4%	3%	21%	-2%	-1%[57.5 µM]	3%
CO[C@H]1CN(C)C(=O)c2cc(NC(=O)C3CCCC3)ccc2OC[C@@H](C)NC[C@H]1C	8%	8%	13%	2%	-6%	2%	i	4%
COc1ccc(-c2cnc3c(NC(C)=O)cc(-c4ccc(C(=O)N5CCOCC5)cc4)cn23)cc1OC	-4%	-19%	?	0%	23%	7%	i	3%
O=C(c1cccs1)N1CCC(Cc2ccccc2)CC1	2%	-8%	?	0%	7%	1%	-2%[57.5 µM]	6%
CC(Sc1ccccc1)C(=O)Nc1cccc(N(C)S(C)(=O)=O)c1 (centres undefined)	9%	-1%	-11%	8%	3%	0%	i	9%
CCOc1ccc(C(=O)/C=C/Nc2ccc(S(=O)(=O)Nc3cc(C)nc(C)n3)cc2)cc1	7%	-5%	-5%	-22%	-5%	8%	-14%	-4%

# More compounds follow:
SMILES	EPAC1 ag	EPAC1 antag	TDP43 rescue	aSyn rescue	FUS yeast rescue	EPAC2 antagonist	PTHR1 agonist	EPAC2 ag
C#CC(C)(CC)NC(=O)c1cc2c(n(-c3ccc(Cl)cc3)c1=O)CC(C)(C)CC2=O (centres undefined)	.	.	15%	5%	?	.	i	.
CCc1ccccc1OCC(=O)N(CC)CC(=O)NCc1ccc(F)cc1	-14%	-24%	-13%	0%	-3%	7%	-25%	-4%
CCN(CC)c1ccc(S(=O)(=O)N2CCCCC2)cc1NC(=O)CSCc1c(C)noc1C	14%	-27%	-4%	-9%	29%	-16%	-14%	8%
c1ccc(CNCCCn2cnc3c(OCc4ccccc4)ncnc32)cc1	1%	-9%	-10%	6%	-12%	16%	i	6%
O=C1c2ccccc2C(O)N1Cc1ccco1 (centres undefined)	2%	3%	20%	?	16%	3%	-20%	1%
CC(=O)c1ccccc1OC(=O)c1ccco1	5%	-1%	-2%	-1%	13%	-3%	?	0%
Cc1cc(OCC(=O)O)c2ccccc2n1	3%	15%	-1%	-10%	4%	11%	i	-2%
COc1ccc(C(=O)NC(=S)NCc2cccnc2)cc1OC	5%	-8%	2%	5%	7%	2%	-1%	3%
Cc1ccsc1C1Nc2ccc3ncccc3c2C2=C1C(=O)CC(C)(C)C2 (centres undefined)	24%	-19%	-23%	2%	13µM*	-8%	3%	16%
Cn1c(=O)n(Cc2ccco2)c(=N)c2c3c(sc21)CCCC3	11%	-14%	-2%	?	-3%	0%	i	4%
CNC(=O)CN(Cc1ccccc1)S(=O)(=O)c1ccc(Cl)cc1	10%	-4%	2%	-2%	-17%	-21%	-19%	15%
CC(C(=O)O/N=C(\N)c1cccnc1)c1ccc([N+](=O)[O-])cc1 (centres undefined)	-8%	-9%	-8%	16%	-10%	4%	-24%	4%
CSc1nsc(SC)c1NC(=O)OCc1ccccc1	5%	-11%	14%	14%	-11%	4%	9%[57.5 µM]	4%
COC(=O)c1cccc(C(=O)N2CCCC(CNC(=O)c3ccccc3Cl)C2)c1 (centres undefined)	-4%	-9%	-21%	-1%	8%	2%	-31%[inhibitor]	6%
COC(=O)[C@H](C)NC(=O)Nc1cccc(Br)c1	10%	1%	-11%	-3%	0%	-1%	-29%	14%

# (more compounds)
SMILES	EPAC1 ag	EPAC1 antag	TDP43 rescue	aSyn rescue	FUS yeast rescue	EPAC2 antagonist	PTHR1 agonist	EPAC2 ag
COc1ccc(CN(C(=O)c2snc(C(N)=O)c2N)C(C(=O)NC2CCCC2)c2ccc(OC)cc2)cc1 (centres undefined)	-9%	-21%	-2%	1%	-1%	-29%	i	-2%
Cn1cnnc1SCC(=O)Nc1ccccc1Sc1ccccc1	5%	11%	0%	-3%	12%	-5%	1%[57.5 µM]	7%
COc1cccc(C(=O)Nc2cc(C)ccc2NC(=O)COc2ccccc2)c1	-20%	-8%	21%	-3%	.	1%	-11%	-18%
CS(=O)(=O)N(CC(=O)Nc1ccccc1C(=O)N1CCOCC1)c1ccccc1	-2%	-28%	7%	2%	-32%	1%	i	10%
O=C(Cn1c(=O)n(CCCCC(=O)NC2CCCC2)c(=O)c2ccccc21)NCCC1=CCCCC1	-4%	8%	1%	6%	-4%	7%	i	-3%
CCOC(=O)N1CCN(C(=O)C(CC)c2ccccc2)CC1 (centres undefined)	11%	13%	22%	2%	.	0%	i	4%
CCN(C(=O)c1cnc2scc(C)n2c1=O)c1ccccc1C	-8%	-2%	14%	-1%	-15%	-2%	-10%	10%
COc1ccc(NC(=O)CSc2nnc(C3CC3)n2C)cc1S(=O)(=O)N1CCCCC1	-9%	-15%	-5%	-4%	14%	2%	i	6%
CC(=NNC1=NCCN1)c1cn(C2=NCCN2)nc1C	14%	-2%	13%	-2%	-13%	1%	-5%	10%
Cn1c(=O)[nH]c(=O)c2c1nc(NCCCn1ccnc1)n2Cc1cccc(Br)c1	-8%	8%	-1%	1%	14%	11%	i	0%
O=C(Nc1ccc(Cl)cc1)C1CCCCN1S(=O)(=O)c1ccccc1 (centres undefined)	2%	-14%	?	26%	.	-15%	-91%[inhibitor]	26%
CCC(CO)Oc1cc(NCc2ccccc2)c2ncn(C3CCCC3)c2c1 (centres undefined)	-9%	-14%	0%	1%	23%	3%	-30%[inhibitor]	8%
CN(C)C(=O)/C(=C\c1cccc(Oc2ccccc2)c1)NC(=O)c1ccccc1	1%	-15%	-14%	1%	26%	-4%	-10%	0%
O=C(NC(=S)Nc1ccc(N2CCCCC2)cc1)c1ccco1	-1%	0%	-14%	-5%	17%	-3%	-23%	16%
CN1CCN(CC(=O)NC2CCCCC2)CC1	4%	0%	-21%	0%	33%	0%	-1%	-5%

# Look-ups from the results shown:
# EPAC1 ag with `CC(=NNC1=NCCN1)c1cn(C2=NCCN2)nc1C` → 14%
# EPAC2 antagonist with `Cn1cnnc1SCC(=O)Nc1ccccc1Sc1ccccc1` → -5%
# EPAC2 ag with `CCN(C(=O)c1cnc2scc(C)n2c1=O)c1ccccc1C` → 10%

# Only part of the results is shown, so the mix of outcomes need not match the whole.
